Screens as filed in PubChem BioAssay.
SKN-1 inh: C. elegans SKN-1 inhibition; C. elegans VP596 Pgst-4::GFP/RFP ratio, acrylamide-induced, 24 h; inhibition, % at 21.8 µM; hit rate 0.49% among 360,000; AID 624304;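 active = interference check ratio from 0.5 to 1.5 plus GFP to RFP signal ratio inhibition reaching or exceeding a fixed threshold, cut at about 30% in these data, passing the limit was not always enough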; note: some compounds called inactive have numbers as strong as hits
Rin1-Abl PPI inh: inhibitors of human Rin1-Abl protein interaction | AID 588664 | hit rate 0.4% among 360,000 | inhibition, % at 7.35 µM | P00519+Q13671 | TR-FRET Rin1/Abl binding, biochemical; in the data active = inhibition above about 5%, passing the limit was not always enough
Neddyl block: blocks human cullin neddylation; TR-FRET cullin neddylation, biochemical; AID 651699; P61081+Q13564; hit rate 0.58% among 360,000; calls only at 25 µM; in the data active = inhibition above about 36%
NadD block: NadD (S. aureus) enzyme inhibition; inhibition, % at 20 µM; AID 602399; purified NadD enzyme, colorimetric absorbance read-out; hit rate 0.78% among 360,000; in the data active = inhibition above about 26%; note: some compounds past the cut are filed as inactive
FAS-TE inh: blocks the thioesterase domain of human fatty acid synthase; P49327; recombinant FAS-TE, OMFH fluorogenic substrate, fluorescence endpoint; inhibition, % at 15 µM; hit rate 0.67% among 360,000; AID 602261;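 active = compounds whose normalised, plate-corrected inhibition of enzyme fluorescence in the single-dose primary screen is 50% or more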;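 note: 0% = DMSO with enzyme and 100% = substrate without enzyme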
Rpn11 inh: blocks the human proteasome subunit Rpn11; human 26S proteasome, Ub4-pepOG fluorescence polarization; 20S core pre-blocked with epoxomicin; calls only at 20 µM; hit rate 0.59% among 360,000; O00487;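 active = inhibition at 20 µM, scaled to each plate's controls, above about 33%, limit read from the data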
PABP1 MLLE inh: inhibitors of microRNA-mediated deadenylation, human PABP1 MLLE binding | GST-MLLE / FITC-PAM2 fluorescence polarization | AID 588489 | P11940 | hit rate 0.36% among 360,000 | inhibition, % at 20 µM; in the data active = inhibition above about 35%, passing the limit was not always enough;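 note: plate controls were DMSO wells with GST-MLLE for no effect and wells lacking GST-MLLE protein for full effect; some results filed as inactive read as strong as hits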
Target sequence (P11940 whole entry, looked up): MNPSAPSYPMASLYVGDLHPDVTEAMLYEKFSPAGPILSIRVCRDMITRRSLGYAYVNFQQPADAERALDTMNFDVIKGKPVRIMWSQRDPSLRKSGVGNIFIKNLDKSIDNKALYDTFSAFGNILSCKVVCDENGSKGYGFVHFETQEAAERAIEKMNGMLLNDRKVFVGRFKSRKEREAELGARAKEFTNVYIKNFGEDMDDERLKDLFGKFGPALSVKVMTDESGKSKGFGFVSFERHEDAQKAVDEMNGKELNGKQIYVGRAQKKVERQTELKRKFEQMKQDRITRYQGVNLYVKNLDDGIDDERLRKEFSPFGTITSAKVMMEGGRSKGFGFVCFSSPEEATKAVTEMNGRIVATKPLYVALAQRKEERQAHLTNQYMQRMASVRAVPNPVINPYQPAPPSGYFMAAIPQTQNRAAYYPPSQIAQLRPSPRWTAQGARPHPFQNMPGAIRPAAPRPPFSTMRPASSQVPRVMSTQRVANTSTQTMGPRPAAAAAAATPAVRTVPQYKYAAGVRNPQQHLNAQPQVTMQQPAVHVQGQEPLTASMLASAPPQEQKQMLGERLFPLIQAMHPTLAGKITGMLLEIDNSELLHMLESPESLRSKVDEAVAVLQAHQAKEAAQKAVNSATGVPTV
CSN deneddyl inh: blocks human CSN-mediated cullin deneddylation; Q92905; Purified CSN, SCF-Nedd8-OG deneddylation, fluorescence polarization; inhibition, % at 12.5 µM; hit rate 0.38% among 360,000;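 active = pattern-corrected inhibition above about 35%, with an unprinted fluorescence ratio check between 0.5 and 1.5, limit read from the data, passing the limit was not always enough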;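 note: 0% = enzyme with substrate and 100% = substrate without enzyme; some results filed as inactive read as strong as hits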
Target sequence (Q92905 whole entry, looked up, one chain of several): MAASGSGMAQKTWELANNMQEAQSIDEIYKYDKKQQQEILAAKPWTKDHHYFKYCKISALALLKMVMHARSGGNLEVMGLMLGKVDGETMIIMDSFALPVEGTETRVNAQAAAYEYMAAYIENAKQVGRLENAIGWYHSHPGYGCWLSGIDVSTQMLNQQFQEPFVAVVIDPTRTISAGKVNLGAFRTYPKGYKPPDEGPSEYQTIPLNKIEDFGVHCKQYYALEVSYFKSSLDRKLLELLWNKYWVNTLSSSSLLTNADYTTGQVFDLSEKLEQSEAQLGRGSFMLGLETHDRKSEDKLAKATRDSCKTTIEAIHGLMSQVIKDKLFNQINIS
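Assay system: HEK293T-derived human Csn5 enzyme; quantity: 0.24 nM enzyme; medium: Tris/NaCl/DTT buffer, pH 7.5; also added: substrate SCFSkp2-Nedd8OG, 10 nM; doses: 12.5 µM compound; schedule: 90 min reaction at room temperature; signal: FP; read-out: % inhibition of substrate cleavage by Csn5; benchmarks: substrate-only high control, full reaction low control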
MT1-MMP act inh: blocks activation of human MT1-MMP. P50281. HT1080 RFP-PRO-GFP cells, GFP/RFP ratio fluorescence, overnight; percent of plate control window, DMSO zero. GFP/RFP ratio change, % at 20 µM. hit rate 0.061% among 360,000;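 active = GFP/RFP ratio change of at least 30% with cell ATP level not reduced by more than half and red fluorescence within 50% of control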; note: strong numbers were not always called active
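Material: RFP-PRO-GFP reporter HT1080 cells. Dosing: single-point 20 µM compound, 1% DMSO. Controls: DMSO and RFP-L50D-GFP cell wells. Timing: cells overnight before dosing, compound overnight, 37 °C, 5% CO2. Measure: GFP/RFP fluorescence ratio.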
Active calls of the source: *; i = inactive; / = no result given; + = active, no number.

SMILES	SKN-1 inh	Rin1-Abl PPI inh	Neddyl block	NadD block	FAS-TE inh	Rpn11 inh	PABP1 MLLE inh	CSN deneddyl inh	MT1-MMP act inh
COc1ccccc1CN(C)CC(=O)NC1CCCc2ccccc21 (centres undefined)	-3	-2	i	1	-1	i	-1	-1	1
CCCCCN1N=C(C)CC1=O	6	1	i	-7	-2	i	12	-4	4
CCCCNC(=S)NNC(=O)C1=NN(c2cc(C)ccc2C)C(=O)CC1	14	-2	i	2	-2	i	-54	-6	-2
CC1Cc2ccccc2N1C(=S)Nc1ccc(S(N)(=O)=O)cc1 (centres undefined)	-3	0	i	0	-9	i	-19	-4	15
COc1cc(C(=O)Nc2ccc(NC(=O)c3ccccc3Cl)nc2)cc(OC)c1OC	0	2	i	-4	-1	i	-10	0	3
Cc1ccc(CN(C(=O)c2cc(=O)c3cc(Cl)c(C)cc3o2)C2CCS(=O)(=O)C2)cc1 (centres undefined)	4	0	i	-12	38	i	-10	-13	0
CCCN(Cc1cc2cc(OC)ccc2[nH]c1=O)C(=O)c1ccco1	-7	-2	i	-2	-2	i	17	2	1
CCCCNC(=O)CCn1c(=O)c2ccccc2n(Cc2cc(C)ccc2C)c1=O	7	2	i	-1	-13	i	5	0	8
COc1ccccc1N1CCN(C(=O)CCCCCn2c(=S)[nH]c3cc4c(cc3c2=O)OCO4)CC1	24	-1	i	13	-2	i	-67	4	3
Cn1c(N2CCOCC2)nc(-c2ccccc2)c1-c1ccccc1	18	2	/	1	3	i	-1	7	-3

A run of entries taken from the entries so far, for reference:
SMILES	SKN-1 inh	Rin1-Abl PPI inh	Neddyl block	NadD block	FAS-TE inh	Rpn11 inh	PABP1 MLLE inh	CSN deneddyl inh	MT1-MMP act inh
CCCCCN1N=C(C)CC1=O	6	1	i	-7	-2	i	12	-4	4
CCCCNC(=S)NNC(=O)C1=NN(c2cc(C)ccc2C)C(=O)CC1	14	-2	i	2	-2	i	-54	-6	-2
CC1Cc2ccccc2N1C(=S)Nc1ccc(S(N)(=O)=O)cc1 (centres undefined)	-3	0	i	0	-9	i	-19	-4	15
COc1cc(C(=O)Nc2ccc(NC(=O)c3ccccc3Cl)nc2)cc(OC)c1OC	0	2	i	-4	-1	i	-10	0	3
Cc1ccc(CN(C(=O)c2cc(=O)c3cc(Cl)c(C)cc3o2)C2CCS(=O)(=O)C2)cc1 (centres undefined)	4	0	i	-12	38	i	-10	-13	0
CCCN(Cc1cc2cc(OC)ccc2[nH]c1=O)C(=O)c1ccco1	-7	-2	i	-2	-2	i	17	2	1

Next section:
SMILES	SKN-1 inh	Rin1-Abl PPI inh	Neddyl block	NadD block	FAS-TE inh	Rpn11 inh	PABP1 MLLE inh	CSN deneddyl inh	MT1-MMP act inh
COC(=O)c1ccccc1NC(=O)CSc1nc(-c2ccco2)cc(C(F)(F)F)n1	9	1	i	-7	34	i	-6	3	-6
CCCNS(=O)(=O)c1cc(CN2C(=O)c3cccnc3C2=O)ccc1OC	-16	-1	i	-2	-7	i	3	3	0
CCCn1c(C(CO)Nc2nc(C)cs2)nc2ccccc21 (centres undefined)	0	0	i	5	-12	i	2	-3	1
CCN(CC)C(=O)CN1C(=O)c2cccc3cccc1c23	3	-3	i	-8	-9	i	8	-2	-1
Cc1c2cnn(CC(=O)O)c(=O)c2c(C)n1Cc1ccccc1	0	0	i	-1	-8	i	-7	1	-4
CCOCCCNC(=O)Cn1nc(-c2ccc(OC)c(OC)c2)ccc1=O	3	-6	i	-2	-5	i	0	1	-3
COc1ccc(C(=O)N=C2SC3CS(=O)(=O)CC3N2c2ccccc2)cc1OC (centres undefined)	1	-1	i	2	-5	i	13	1	-3
CCCCNC(=O)C1CCCN(S(=O)(=O)c2c(C)noc2/C=C/c2cccs2)C1 (centres undefined)	-11	-2	i	-8	14	i	4	0	-9
CCOC(=O)CSc1nc2ccccc2c(=O)n1CCN1CCOCC1	36*	3	i	0	-1	i	27	3	0
CCOC(=O)c1c(-c2ccc(C)o2)csc1NC(=S)NC(=O)c1ccc(F)cc1	4	-4	i	-5	30	i	46*	-8	1
O=C(C[n+]1cc[nH]c1)c1ccc(Cl)cc1	4	2	i	-5	-4	i	2	-4	0
CC(=O)Nc1ccc(NC(=O)c2ccccc2N(Cc2ccccc2)S(C)(=O)=O)cc1	-6	2	i	-2	2	i	-7	-4	-3
O=C(CCC1CCCCC1)Nc1ncn[nH]1	-2	2	i	3	-13	i	6	-2	3
Cc1cc(C)c2oc(C(=O)Nc3ccc(S(=O)(=O)Nc4nccs4)cc3)cc(=O)c2c1	-8	-2	i	21	0	i	10	1	3
CCc1ccc(NC(=O)C(=O)N/N=C(\C)CC(=O)NCc2ccc(Cl)cc2)cc1	-3	3	i	-8	0	i	0	-3	-2
CCC(C)(C)n1nnnc1C(c1cc2cc(OC)ccc2[nH]c1=O)N1CCc2ccccc21 (centres undefined)	2	5	i	10	14	i	2	1	-5
Cn1c(SCc2ccc(Br)cc2)nnc1-c1ccccn1	20	3	i	-1	6	i	5	4	3
O=C(Nc1nc(-c2cccnc2)cs1)c1ccccc1F	14	1	i	-5	-3	i	20	-4	2
CC[N+](C)(CC)CCOC(=O)C1c2ccccc2Oc2ccccc21	2	1	i	0	-8	i	14	3	2
COc1ccc(N2CCN(c3ccc([N+](=O)[O-])cc3Cl)CC2)cc1	-6	-4	i	7	10	i	8	5	-3
Cc1noc(C)c1CSCC(=O)N(C)CC(=O)Nc1ccccc1C(F)(F)F	-1	4	i	-5	-3	i	1	0	-4
CC(=O)N1N=C(c2ccncc2)CC1c1ccccc1O (centres undefined)	9	-5	i	1	-3	i	1	7	5
O=C1NC(=O)C(=Cc2ccccc2[N+](=O)[O-])S1	-29	-1	i	3	-5	i	18	4	1
Nc1cc(N)nc(SCCOc2ccccc2)n1	-7	2	i	3	-6	i	8	-1	11
Cc1ccc(N2CCN(C3=NC(=O)/C(=C\c4cn[nH]c4-c4ccccc4)S3)CC2)cc1	6	0	i	42*	-17	i	9	1	2
COc1cccc(C(=O)COc2ccccc2N2C(=O)C3C4C=CC(C4)C3C2=O)c1 (centres undefined)	-5	1	i	4	-7	i	17	2	-1
COC(=O)c1ccccc1-c1ccc(/C=N/Nc2nc(N3CCCC3)nc(N3CCCC3)n2)o1	0	-3	/	-28	26	i	-10	4	3
Cc1c(NC(=O)c2cccc(NC(=O)Cc3ccccc3Cl)c2)c(=O)n(-c2ccccc2)n1C	26	0	i	3	-6	i	-90	0	-3
O=c1[nH][nH]c2c1[C@H](c1ccc(F)cc1)O[C@H](CCc1ccccc1)C2	-2	/	i	1	-22	/	/	-3	6
CC(C)(C)c1nnc(NC(=O)Nc2ccc(Cl)cc2)s1	5	2	i	0	-5	i	0	-7	7
Cc1ccc(Cl)cc1N1CCN(C(=O)Cc2c(C(=O)O)[nH]c3ccc(Cl)cc23)CC1	12	2	i	22	47	i	0	3	15
CC(C)OC(=O)c1c(N)n(CCCN2CCOCC2)c2nc3ccccc3nc12	1	0	/	-2	-8	i	2	-3	1
Cc1cc(C)c2c(c1)/C(=C/C(=O)c1ccc(Br)s1)C(=O)N2	-4	-5	i	2	14	i	0	-1	-38
Cc1nnc(SCC(=O)NNC(=O)C(C)C)[nH]c1=O	2	0	i	-7	-8	i	1	-7	0
COc1ccc(Nc2c3c(nc4ccccc24)CCCC3)cc1OC	11	-5	i	-1	0	i	-10	0	-9
CN(C)c1ccc(C(C#N)c2ccccc2)nn1 (centres undefined)	9	2	i	3	-3	i	-2	-11	-4
CC(=O)N1CCCC(C)(C(=O)N(C)Cc2cccc3ccccc23)C1 (centres undefined)	-7	1	i	8	-4	i	-13	-11	-1
COc1ccc(CCNC(=O)CSc2nc3[nH]ncc3c(=O)n2-c2ccc(Cl)cc2Cl)cc1OC	-2	1	i	1	-36	i	0	-10	1
O=c1[nH]c(=O)n(Cc2ccco2)c2c1C(C(F)(F)F)(C(F)(F)F)N=C(CCC1CCCCC1)N2	-13	-2	i	-3	-2	i	2	-5	-46
CC(=O)c1ccc(NC(=O)CSC(C)C)cc1	-7	3	i	-1	-5	i	6	3	2
CCN(CC(=O)Nc1ccccc1OC)C(=O)COc1ccc(C#N)cc1	-3	-3	i	-5	-4	i	0	5	3
COc1ccc(C2=NS(=O)(=O)N(C)C(C(=O)NC3CCCCC3)=C2)cc1OC	2	2	i	-2	3	i	-7	0	-5
Cc1cccc(Cn2nc(C(C)(C)C)cc2C(=O)Nc2ccc(F)cc2)c1	5	0	i	-5	47	i	-4	-1	-5
CCCCC[C@H]1CN(CCCC)C(=O)[C@@H]1CC(=O)NCc1ccccc1	-14	5	i	-1	10	i	-2	2	0
O=C(Nc1ccccc1)NC1(C(=O)N2CCN(C(=O)c3ccco3)CC2)CCCCC1	-7	0	i	3	-3	i	3	-3	-2
O=C(O)c1cc2cccc(S(=O)(=O)N3CCOCC3)c2cc1O	10	0	/	-1	-5	i	11	2	3
NNC(=O)CSc1ncc(-c2ccccc2)[nH]1	7	-1	i	-6	-5	i	1	3	1
COC(=O)Cc1ccc(NC(=S)NCc2ccc(S(N)(=O)=O)cc2)cc1	5	0	i	-3	-4	i	-12	-2	2
COc1cccc(NC(=O)C(C#N)Cc2ccncc2)c1 (centres undefined)	18	-2	i	2	-5	i	3	-2	-6
O=C(Nc1ccccc1)N(Cc1cccs1)C1CCCC1	0	0	i	-5	2	i	-3	-1	-2

Next records.
SMILES	SKN-1 inh	Rin1-Abl PPI inh	Neddyl block	NadD block	FAS-TE inh	Rpn11 inh	PABP1 MLLE inh	CSN deneddyl inh	MT1-MMP act inh
COc1ccc(NC(=O)N(C)C[C@H]2Oc3c(NC(=O)Nc4c(C)noc4C)cccc3C(=O)N([C@H](C)CO)C[C@@H]2C)cc1	-8	-5	i	3	15	i	2	-3	-1
CC(=O)Nc1ccccc1NC(=O)C/C(C)=N/NC(=O)c1ccc([N+](=O)[O-])c(Cl)c1	-3	3	i	2	-3	i	-3	6	8
CNC(=O)COC(=O)/C=C/c1ccc(F)cc1	7	-2	i	0	-4	i	0	-3	0
CCOC(=O)c1c(NC(=O)CSc2nc3cccnc3n2C)sc(C(C)=O)c1C	12	1	i	-3	80*	+	-20	3	-4
CCN(CC)CCCn1c(C)cc2c(c1=O)C(c1cc(OC)c(OC)cc1OC)C(C#N)=C(N)O2 (centres undefined)	10	-4	i	-8	-8	i	14	1	3
CCCc1cc(=O)[nH]c(SCC(=O)NCc2ccc3c(c2)OCO3)n1	3	1	i	3	-8	i	-2	2	4
COc1cc(C2NC(=O)NC(c3ccccc3)=C2C(C)=O)ccc1OCC(=O)O (centres undefined)	1	2	i	6	-7	i	10	0	2
O=C1COc2ccc(S(=O)(=O)N3CCC(C(=O)NCc4ccc(F)cc4)CC3)cc2N1	-1	2	i	-4	-5	i	-12	-1	3
CCOc1cc2[nH]c(=O)n(CCCCCC(=O)NCc3ccco3)c(=O)c2cc1OCC	-18	6	i	-6	-8	i	2	0	0
O=C(COC(=O)c1ccccn1)Nc1nc(-c2cccc([N+](=O)[O-])c2)cs1	6	-2	i	12	14	i	-29	-2	4
CCN(CC)c1ccc(NC(=O)CCS(=O)(=O)c2cccc3nsnc23)c(C)c1	5	-3	i	3	-2	i	-14	0	-2
COc1ccc(NC(C)=O)cc1NC(=O)CN1CCN(C2c3ccccc3-c3ccccc32)CC1	-33	-3	i	-15	24	i	2	-1	-10
Cn1nc(C(F)(F)F)c(C#N)c1N1CCN(c2ccc(F)cc2)CC1	8	-3	i	-1	20	i	-6	3	-10
CC(=O)c1nnn(-c2cccc(C#N)c2)c1C	1	-1	i	8	-5	i	1	-5	7
